M4 antag = CHRM4 antagonism in calcium assay; P08173; CHO-hM4 cells, ACh EC80, Fluo-8 calcium fluorescence; inhibition, % at 3 µM; 360,000 compounds, 0.73% hits;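 active = inhibition above its plate's cutoff, the mean inhibition of sample wells plus 3 SD, cut at about 27% in these data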;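 also: 0% = acetylcholine EC80 with DMSO and 100% = DMSO without agonist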
CHRM5 antagonist = CHRM5 antagonism in calcium assay. P08912. CHO-hM5 cells, Fluo-8 calcium fluorescence, ACh EC80. inhibition, % at 3 µM. 360,000 compounds, 0.59% hits;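 active = inhibition above a per-plate cutoff, the mean of that plate's test compounds plus 3 SD, cut at about 27% in these data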;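 also: 0% = acetylcholine EC80 with DMSO and 100% = DMSO without agonist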
Target sequence (P08912 whole entry, looked up): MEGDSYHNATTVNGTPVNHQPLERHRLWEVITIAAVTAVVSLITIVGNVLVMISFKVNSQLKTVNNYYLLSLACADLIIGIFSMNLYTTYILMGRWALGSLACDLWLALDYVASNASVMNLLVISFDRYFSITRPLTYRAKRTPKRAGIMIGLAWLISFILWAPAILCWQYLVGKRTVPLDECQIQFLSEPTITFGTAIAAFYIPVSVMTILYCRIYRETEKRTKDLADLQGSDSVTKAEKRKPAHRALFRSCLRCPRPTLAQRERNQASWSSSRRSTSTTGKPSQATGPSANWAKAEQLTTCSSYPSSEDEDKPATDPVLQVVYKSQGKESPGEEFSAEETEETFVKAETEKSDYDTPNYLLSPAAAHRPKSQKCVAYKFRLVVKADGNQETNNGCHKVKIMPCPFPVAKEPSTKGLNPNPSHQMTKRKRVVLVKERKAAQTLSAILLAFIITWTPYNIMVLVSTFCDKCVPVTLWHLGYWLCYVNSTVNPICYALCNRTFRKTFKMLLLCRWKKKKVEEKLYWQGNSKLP
CRFR2-BP ag = CRF-BP/CRF-R2 complex agonism; activation, % at 13.2 µM; 350,000 compounds, 0.46% hits; HEK293 CRF-R2/CRF-BP, calcium dye fluorescence (FLIPR); percent of saturating CRF peptide response;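 active = activation of at least 50%, plus an integration ratio under a set limit after plate pattern correction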;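 also: plate controls were neutral control wells without compound for no effect and CRF at EC100 for full effect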
M5 PAM = potentiates acetylcholine response at human M5 receptor. 360,000 compounds, 0.3% hits. P08912. CHO-K1 hM5, Fluo-8 calcium, ACh EC20 PAM; 0% = ACh EC20, 100% = ACh EC100. activation, % at 3 µM. AID 624038;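 active = activation above the run cutoff, the mean activation of all test compounds plus 3 SD, cut at about 18% in these data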
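Replicates: One well per compound, no replicates | System: Human M5 receptor in CHO-K1 cells | Benchmarks: Low control EC20 acetylcholine (0%), high control EC100 acetylcholine (100%) | Probe or stimulus: Acetylcholine, EC20 level | Times: Fluo-8 loading 80 min at 37 °C plus 30 min room temperature | Signal: Intracellular calcium via Fluo-8 fluorescence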
CHRM1 PAM = potentiates human M1 receptor response to acetylcholine; CHO-K1 hM1, Fluo-8 calcium fluorescence, ACh EC20; 0% = ACh EC20, 100% = maximal ACh; activation, % at 3 µM; 360,000 compounds, 0.088% hits; in the data active = activation above about 19%, passing the limit was not always enough
Target sequence (P11229 whole entry, looked up): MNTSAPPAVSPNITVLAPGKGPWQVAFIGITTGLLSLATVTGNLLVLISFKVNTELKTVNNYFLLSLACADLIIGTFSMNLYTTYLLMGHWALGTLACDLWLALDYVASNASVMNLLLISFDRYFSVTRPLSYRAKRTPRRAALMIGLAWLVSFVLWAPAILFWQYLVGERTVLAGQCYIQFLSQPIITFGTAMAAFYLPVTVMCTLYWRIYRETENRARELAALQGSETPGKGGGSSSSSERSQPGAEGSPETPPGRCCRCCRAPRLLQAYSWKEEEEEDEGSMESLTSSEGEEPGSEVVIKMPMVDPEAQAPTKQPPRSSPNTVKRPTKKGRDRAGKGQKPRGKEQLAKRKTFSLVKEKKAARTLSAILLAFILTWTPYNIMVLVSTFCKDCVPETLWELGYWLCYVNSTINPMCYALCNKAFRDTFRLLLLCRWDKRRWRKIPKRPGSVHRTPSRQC
CHRM4 agonist = CHRM4 agonism in calcium assay | CHO-K1 hM4/Gqi5, Fluo-8 calcium fluorescence; vehicle 0%, full acetylcholine response 100% | 360,000 compounds, 0.14% hits | activation, % at 3 µM;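 active = activation above the run mean over all test wells plus 3 SD, cut at about 32% in these data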;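 also: peak over basal fluorescence ratio per well then scaled between controls; 0% = DMSO wells and 100% = acetylcholine at EC100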
M1 antag = human CHRM1 antagonism. P11229. CHO-K1 hM1, Fluo-8 calcium fluorescence, ACh EC80 antagonist. inhibition, % at 3 µM. 360,000 compounds, 1.3% hits;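 active = percent inhibition above its own plate's cutoff, namely the mean of that plate's compound wells plus 3 SD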;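 also: peak over basal fluorescence ratio during 140 s after agonist addition; 0% = ACh EC80 plus DMSO and 100% = DMSO alone without agonist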
M5 ag = agonists of human muscarinic M5 receptor (CHRM5); 360,000 compounds, 0.19% hits; activation, % at 3 µM; P08912; AID 624037; CHO-K1 hM5 cells, Fluo-8 calcium fluorescence; 0% DMSO wells, 100% maximal acetylcholine response;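 active = activation above the run's mean over test compounds plus 3 SD, cut at about 23% in these data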;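 also: signal is peak over basal fluorescence ratio across the kinetic read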
M4 PAM = potentiates acetylcholine response at human M4 receptor; CHO-K1 hM4/Gqi5, Fluo-8 calcium fluorescence, ACh EC20; 0% = ACh EC20, 100% = maximal ACh; activation, % at 3 µM; 360,000 compounds, 0.4% hits;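 active = activation above its plate's cutoff, the mean activation of sample wells plus 3 SD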; also: some results filed as inactive read as strong as hits
The depositor's hits bear a star; x = no result given.

SMILES | M4 antag | CHRM5 antagonist | CRFR2-BP ag | M5 PAM | CHRM1 PAM | CHRM4 agonist | M1 antag | M5 ag | M4 PAM
CCCc1nn2c(=O)cc(CSCC(=O)Nc3ccc(OC)cc3)nc2s1 | 3 | 4 | 0.8 | -6 | 0 | 7 | 6 | -2 | -4
CCN1CCN(C(=O)c2ccc3c(c2)N(Cc2ccccc2F)C(=O)c2ccccc2S3(=O)=O)CC1 | -3 | 6 | -0.4 | 2 | 14 | 1 | -24 | -3 | 5
Cc1nn(C)c(Oc2ccccc2)c1CCNC(=O)CCl | 2 | -1 | -0.1 | 2 | 8 | 1 | -10 | 0 | 2
Cc1nc(NCCN2CCOCC2)c2nnn(Cc3c(F)cccc3Cl)c2n1 | -10 | -3 | 1.5 | 7 | 7 | 1 | -8 | 1 | -2
CC(=O)C1=C(C)OC(N)=C(C#N)C1c1cc2cccc(C)c2nc1Cl (centres undefined) | 5 | 2 | 0.6 | 2 | 5 | 1 | 1 | -1 | 8
Cc1ccccc1N1C(S)=C(C#N)C(=O)NC12CCCCC2 | 2 | -2 | -0.2 | -2 | 0 | 0 | 1 | 1 | 7
O=C1NC(=O)/C(=C/c2cccc(O)c2)N1 | -2 | 1 | 4.1 | 0 | -3 | 0 | 9 | -2 | 0
COc1ccc(CCNC(=O)C2CCN(c3nn4c(=O)cc(C)nc4s3)CC2)cc1OC | -5 | 2 | 3.7 | 1 | 5 | 1 | -6 | -1 | -3
COc1ccc(C2C(=O)c3ccccc3C2=O)c(OC)c1 | 18 | 0 | -1.6 | 3 | 12 | 0 | -10 | -2 | 8
C#CCOCCOCCOCCNc1nc(N2CCN(C(=O)[C@H](CCCCN)n3cc([C@@H](N)[C@H](C)CC)nn3)CC2)nc(N2CCN(C(=O)[C@H](CCC(=O)O)n3cc([C@@H](N)CCSC)nn3)CC2)n1 | -3 | 6 | 0.8 | 4 | 11 | 0 | -22 | 1 | 4
COC(=O)c1oc2ccc(Cl)cc2c1NC(C)=O | 17 | 1 | -0.4 | 2 | 6 | 0 | -1 | 2 | 15
Cc1onc(-c2ccccc2)c1C1=N/C(=C\c2ccccc2F)C(=O)O1 | -8 | 13 | 0.2 | -8 | 2 | 1 | -9 | 1 | 7
COC(=O)C1=CN(c2cccc(OCc3ccccc3)c2)C(N)=C(C#N)C1c1cccc(OC)c1OC (centres undefined) | -18 | 7 | x | -15 | x | 14 | x | 2 | -4
CCN(C(=O)c1ccc2c(Cl)c3c(nc2c1)CCC3)c1ccc(C)c(C)c1 | -15 | 2 | 4.5 | -11 | -8 | 5 | 2 | -2 | -5
COC(=O)CCCCCCCCC(O)CN1CCCCC1 (centres undefined) | 13 | 16 | 5.1 | -7 | -18 | 1 | 12 | -7 | -11
COc1cc(OC)cc(-c2c(-c3cccs3)c3cc(-c4ccc(OC)c(OC)c4)ccc3n2C)c1 | -3 | 13 | 1.5 | 0 | 8 | 1 | -6 | 3 | 4
C[C@H](CO)N1C[C@H](C)[C@@H](CN(C)S(=O)(=O)c2ccc(F)cc2)Oc2ccc(NC(=O)CCC(F)(F)F)cc2C1=O | 0 | -8 | -0.9 | 7 | -1 | 1 | -9 | 3 | 9
C/C(CC(=O)Nc1ccccc1C(F)(F)F)=N\NC(=O)c1cnccn1 | -8 | -5 | -0.2 | 1 | 11 | 1 | -22 | 2 | 8
CCCc1c(O)nc(SCC(=O)NCc2ccco2)[nH]c1=O | 2 | 6 | -1.1 | -6 | 2 | 0 | -8 | -4 | -9
Cc1ccc(Cl)cc1NS(=O)(=O)c1cn(C)nc1C | 3 | 9 | 0.3 | 1 | 8 | 0 | -8 | -5 | 5
CCn1c(SCC(=O)Nc2cc(OC)c(OC)c(OC)c2)nnc1-c1cccs1 | -1 | 7 | -4.0 | -7 | -5 | 7 | 11 | 5 | 3
CCCCNC(=O)C1C(c2ccccc2)=Nc2ccccc2N1C(=O)c1ccc(C)cc1 (centres undefined) | -1 | -8 | x | 5 | x | -2 | x | -5 | 10
CC1(C)C(=O)NCCN1C(=O)c1ccc2nc(Cc3ccccc3F)oc2c1 | 0 | 14 | 4.5 | -6 | 4 | 3 | -7 | -3 | -2
CN1C(=O)/C(=C/c2ccc(C(=O)Nc3ccc(O)cc3C(=O)O)cc2)SC1=S | 0 | -9 | -0.3 | 5 | 12 | 0 | -9 | -1 | 1
O=S1(=O)CC(N2CC=CC2)CN1Cc1cn(Cc2cccc(C(F)(F)F)c2)nn1 (centres undefined) | -18 | -3 | x | 0 | x | 0 | x | 1 | 10
COCCNC(=O)c1onc(CSc2ccncc2)c1C(=O)NCCOC | -9 | 3 | -0.5 | 1 | -2 | 0 | 2 | -1 | 18
COc1ccc(C2/C(=C(/O)c3cnn(-c4ccccc4)c3C)C(=O)C(=O)N2CCN(C)C)cc1OC (centres undefined) | 5 | 0 | -1.7 | 3 | 3 | 2 | -2 | -2 | 8
COc1ccc(C(=O)CN(C(=O)c2ccc(Cl)cc2)N2C(=O)c3ccccc3C2=O)cc1 | 7 | -1 | -1.7 | 3 | -1 | 1 | 0 | -3 | 5
Cc1ccc(-n2ncc3c2CCCC3NC(=O)CCn2ccnc2C)cc1C (centres undefined) | 0 | -6 | -0.2 | 4 | 4 | 0 | -4 | -7 | -3
COc1ccc(Cl)c2c1[nH]c1nc(SCc3cccnc3)nnc12 | 3 | 1 | -0.8 | 1 | 6 | 1 | -4 | 3 | -6
COc1cc(S(=O)(=O)N2CCCCC2)ccc1NC(=O)c1ccccc1Cl | 4 | 3 | -4.1 | -1 | -2 | 3 | -4 | 0 | -5
C=CC(C)n1c(Br)nc2c1c(=O)[nH]c(=O)n2C (centres undefined) | -17 | 1 | -1.9 | 1 | 0 | 1 | 0 | -1 | 16
CCCNC(=O)Nc1cc(OC)c(OC)cc1Cc1nccc2cc(OC)c(OC)cc12 | 7 | 7 | -3.4 | -2 | 22 | 1 | -26 | -4 | -11
c1cncc(CSc2ccc(-c3ccc4c(c3)OCO4)nn2)c1 | 1 | 12 | -1.4 | -3 | 6 | 6 | -3 | 1 | -10
COc1cc(C2C3=C(COC3=O)Oc3cc4c(cc32)OCO4)cc(OC)c1O (centres undefined) | -9 | 4 | 2.7 | 2 | 0 | 1 | -12 | -5 | 2
CC(C)N1C(=O)C(=O)N(CC(=O)N(C)c2ccccc2)C1=O | 2 | 1 | 0.8 | 3 | 5 | 0 | -1 | 4 | -1

Compound profiles, from the list above. Screens in order: M4 antag, CHRM5 antagonist, CRFR2-BP ag, M5 PAM, CHRM1 PAM, CHRM4 agonist, M1 antag, M5 ag, M4 PAM
Record of `C=CC(C)n1c(Br)nc2c1c(=O)[nH]c(=O)n2C` (centres undefined) : -17, 1, -1.9, 1, 0, 1, 0, -1, 16
Record of `CC(C)N1C(=O)C(=O)N(CC(=O)N(C)c2ccccc2)C1=O` : 2, 1, 0.8, 3, 5, 0, -1, 4, -1
Record of `COCCNC(=O)c1onc(CSc2ccncc2)c1C(=O)NCCOC` : -9, 3, -0.5, 1, -2, 0, 2, -1, 18

Further compounds follow:
SMILES | M4 antag | CHRM5 antagonist | CRFR2-BP ag | M5 PAM | CHRM1 PAM | CHRM4 agonist | M1 antag | M5 ag | M4 PAM
Cc1ccc(CS(=O)(=O)c2ccc(C(=O)N3CCCCC3)cc2[N+](=O)[O-])cc1 | -15 | 3 | -1.8 | 0 | 7 | 5 | -10 | 4 | -1
C/C(=N\NC(N)=O)C1CC(Cc2ccccc2)C(=O)O1 (centres undefined) | 1 | 5 | -0.9 | 3 | 11 | 0 | -16 | -1 | -2
Cn1c(CO)cnc1S(=O)(=O)Cc1ccc([N+](=O)[O-])cc1 | 4 | 2 | -0.2 | 0 | 6 | 1 | -9 | -2 | 9
Cc1c(NC(=O)COC(=O)/C=C/c2cccc(Br)c2)c(=O)n(-c2ccccc2)n1C | -2 | 6 | -0.1 | 5 | 6 | 2 | -3 | 1 | 9
CC1(C)Cc2c(sc3c2c(=N)n(Cc2ccco2)c(=O)n3Cc2ccc(F)cc2)CO1 | 7 | 3 | 0.7 | 4 | -12 | -1 | 2 | -7 | -3
COc1ccc(CCNC(=O)c2ccccc2NC(=O)C2=C(C)OCCS2)c(OC)c1 | 3 | 17 | 2.6 | -9 | -9 | 9 | 13 | 3 | -8
Cc1cccc(-n2c(O)c(C=Nc3cccc(O)c3)c3ccccc3c2=O)n1 | -5 | 7 | -4.5 | -9 | 3 | 9 | -13 | 7 | -7
CCCOc1ccc(N2C(=O)CC(N(CCc3ccccc3)C(=O)c3ccccc3)C2=O)cc1 (centres undefined) | 5 | 19 | 2.5 | -5 | 5 | 12 | 2 | 4 | -13
O=c1c([N+](=O)[O-])cccn1Cc1ccc(F)cc1Cl | -4 | 14 | -1.0 | 2 | 5 | x | -5 | -1 | 7
CC(C)NC(=O)c1onc(CSc2ccccn2)c1C(=O)NC(C)C | 2 | 4 | -0.6 | -4 | 7 | 0 | 1 | 4 | 11
Cc1ccc(S(=O)(=O)N(C)Cc2ccc(C(=O)N/N=C/c3ccc(OC(F)F)cc3OC(F)F)cc2)cc1 | 6 | 14 | -0.2 | -10 | 0 | 4 | 5 | 2 | -12
CCC/C(=C1/c2ccccc2C(=O)N1c1ccccc1)c1ccc2[nH]ccc2c1 | 12 | 8 | -0.8 | -22 | -22 | 0 | 13 | -7 | -17
C1=C(c2ccccc2)CCN(c2ncnc3nc[nH]c23)C1 | -3 | 6 | -0.4 | -6 | -6 | 2 | 6 | 3 | -4
COc1cc(/C=C2\SC(=Nc3ccc(O)cc3)NC2=O)cc(OC)c1O | -1 | 3 | 29 | -3 | -5 | 5 | 4 | 6 | 6
Nc1ccc(N=Nc2ccccc2)c2cccnc12 | -10 | -1 | -2.2 | 4 | 5 | -1 | -17 | -3 | -1
CC1(C)CC(=O)C(C=NCCN2CCN(C(=O)c3ccc(Br)cc3)CC2)=C(O)C1 | 5 | -2 | -0.2 | -5 | 1 | 1 | 0 | -6 | -1
N#Cc1ccc(Cn2ccnc2C(=O)Nc2ccccc2)cc1 | -8 | 3 | 0.0 | -11 | 6 | 5 | -6 | 0 | -1
CCOC(=O)C1=NN(c2ccc(Cl)cc2)C(c2ccccc2)CC1=O (centres undefined) | 1 | -3 | -1.6 | 5 | 12 | -1 | -20 | -5 | 2
COc1ccccc1NC(=O)N1CCCC(c2nc3c(nnn3Cc3ccc(C)cc3)c(=O)[nH]2)C1 (centres undefined) | 1 | 0 | 0.5 | 1 | 5 | 2 | -6 | -2 | 1
COc1cc2c(c3ccccc13)CCCC2=O | -10 | -1 | -2.5 | 14 | 2 | -1 | -5 | -4 | 5
O=C(CN(C(=O)CNC(=O)c1ccco1)c1ccc2c(c1)OCO2)NC1CCCCC1 | -8 | -1 | 0.1 | -7 | 3 | 0 | -18 | -3 | 1
CCCN1C(=O)C(=O)c2cc(Cl)ccc21 | -1 | -3 | 1.0 | 1 | 11 | 0 | -6 | 11 | 4
CCC(=O)N(Cc1cc(=O)[nH]c2ccccc12)c1cccc(C)c1 | 20 | -1 | -2.1 | -5 | -21 | 1 | 65* | -8 | -2

An excerpt from above, limited to M5 PAM, CHRM1 PAM and CHRM5 antagonist:
| SMILES | M5 PAM | CHRM1 PAM | CHRM5 antagonist |
| --- | --- | --- | --- |
| C[C@H](CO)N1C[C@H](C)[C@@H](CN(C)S(=O)(=O)c2ccc(F)cc2)Oc2ccc(NC(=O)CCC(F)(F)F)cc2C1=O | 7 | -1 | -8 |
| Nc1ccc(N=Nc2ccccc2)c2cccnc12 | 4 | 5 | -1 |

Screening data as filed in PubChem BioAssay.
